Screens (PubChem)
ANO1 block: mouse TMEM16A channel inhibition, primary screen; Q8BHY3; HEK293 TMEM16A/YFP iodide influx fluorescence, ionomycin; normalized B-score (activity score, 25-100; higher = stronger inhibition) at 10 µM; 1.2% of 310,000 active; AID 588511;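 active means ratio plate-corrected score three or more library SD toward inhibition, starting fluorescence score within five deviations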;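 further: score derived from kinetic fluorescence span divided by baseline fluorescence per well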
RGS4 inh: human RGS4 inhibition; P49798; HEK293 M3R/RGS4 inducible, Fluo-4 calcium flux; hits give high values; triggered by carbachol at its EC20; B-score at 10 µM; 0.45% of 310,000 active;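 active means B-score, a plate-corrected calcium signal, over three deviations above library mean, with baseline fluorescence within five deviations of library mean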;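 further: RGS4 expression induced by doxycycline in cells with stable M3 receptor; B-score is computed from the integrated fluorescence ratio over baseline after carbachol; higher B-score means a larger calcium signal and so more RGS4 inhibition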
Target sequence (P49798 whole entry, looked up): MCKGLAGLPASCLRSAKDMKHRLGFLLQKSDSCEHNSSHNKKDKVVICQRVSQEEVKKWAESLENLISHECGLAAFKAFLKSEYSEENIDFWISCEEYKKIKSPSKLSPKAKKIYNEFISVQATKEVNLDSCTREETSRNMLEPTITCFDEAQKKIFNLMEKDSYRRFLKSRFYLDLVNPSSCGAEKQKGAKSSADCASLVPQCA
HDAC3 inhib: blocks human histone deacetylase 3. O15379. 0.15% of 320,000 active. AID 2718. recombinant HDAC3, fluorogenic peptide/trypsin coupled, fluorescence. inhibition, % at 8.3 µM; in the data active means inhibition above about 26%, passing the limit was not always enough; inconclusive means no clear call, values can overlap the other calls
Target sequence (O15379 whole entry, looked up): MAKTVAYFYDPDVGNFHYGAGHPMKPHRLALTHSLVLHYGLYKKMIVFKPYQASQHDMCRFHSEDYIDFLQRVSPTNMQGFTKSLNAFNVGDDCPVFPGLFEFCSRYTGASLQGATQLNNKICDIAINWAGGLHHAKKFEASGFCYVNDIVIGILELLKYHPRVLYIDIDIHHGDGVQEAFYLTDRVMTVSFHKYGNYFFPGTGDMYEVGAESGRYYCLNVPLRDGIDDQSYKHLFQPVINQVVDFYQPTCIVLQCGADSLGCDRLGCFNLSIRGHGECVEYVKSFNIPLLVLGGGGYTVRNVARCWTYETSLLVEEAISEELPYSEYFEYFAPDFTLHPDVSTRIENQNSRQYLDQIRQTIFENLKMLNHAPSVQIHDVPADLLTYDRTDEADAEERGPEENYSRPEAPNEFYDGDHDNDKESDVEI
MrgX1 ag: human MrgX1 receptor agonism, primary screen | 0.44% of 310,000 active | MrgX1-HEK293 cells, Fluo-4 calcium fluorescence, agonist mode; hits give high values | AID 588627 | B-score at 10 µM;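 active means calcium response B-score plate-corrected fluorescence ratio at least 3 library SD, with starting fluorescence B-score inside 5 SD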
Target sequence (Q96LB2 whole entry, looked up): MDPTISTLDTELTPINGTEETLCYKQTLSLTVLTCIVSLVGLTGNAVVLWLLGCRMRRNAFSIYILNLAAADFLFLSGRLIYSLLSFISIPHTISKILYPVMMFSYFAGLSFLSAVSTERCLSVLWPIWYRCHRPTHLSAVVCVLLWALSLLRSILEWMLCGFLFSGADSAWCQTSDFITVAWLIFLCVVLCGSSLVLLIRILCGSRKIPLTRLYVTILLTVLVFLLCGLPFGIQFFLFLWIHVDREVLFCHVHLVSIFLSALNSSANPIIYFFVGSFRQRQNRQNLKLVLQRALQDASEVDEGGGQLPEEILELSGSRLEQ
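Test system: HEK293 cells stably expressing human MrgX1 receptor; amount: 15,000 cells per well; doses: compound delivered in addition one of three; times: overnight plating before 1 h dye loading; detection: Fluo-4 NW calcium-flux fluorescence, kinetic read; read-out basis: B-scored fluorescence response ratio; controls: positive and negative controls per plate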
MrgX1 antag: blocks BAM8-22 activation of human MrgX1 receptor; Q96LB2; MRGX1-HEK293 calcium flux, Fluo-4, BAM8-22 antagonism; hits give low values; B-score at 10 µM; 1.3% of 310,000 active; AID 588676;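 active means calcium-response B-score plate-corrected more than 3 library SD below zero, starting fluorescence within 5 deviations, no agonist response on first addition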;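 further: peak minus trough fluorescence over baseline after final BAM8-22 challenge near maximal dose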
SKKanGAS inh: SKKanGAS growth inhibition; S. pyogenes SKKanGAS, kanamycin growth, BacTiter-Glo, 6 h; inhibition, % at 7.5 µM; 1.3% of 300,000 active;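 active means mean replicate score, as percent of positive control median, at least 50; inconclusive means mean below 50 but one replicate at or above 50; inactive means mean and every replicate below 50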;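 further: strain carries kanamycin resistance gene driven by streptokinase promoter and grows in 40 µg/ml kanamycin; loss of luminescence reflects streptokinase promoter inhibition or plain growth inhibition; 0% = median of DMSO wells and 100% = positive control at its reference dose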
TMEM16A act: activators or potentiators of mouse TMEM16A chloride channel | Q8BHY3 | HEK293 TMEM16A/YFP-H148Q/I152L, iodide quench fluorescence; hits give low values | B-score at 10 µM | 0.3% of 340,000 active | AID 623877;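 active means fluorescence-ratio B-score plate-corrected deviation score at least 3 library SD below zero, with starting fluorescence score within 5 deviations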;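 further: channel opened by trigger with iodide after compound preincubation; score built on the fluorescence ratio of max minus min over baseline; more negative score means more quench and so TMEM16A activation or potentiation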
TRPC6 inh: inhibitors of mouse TRPC6 channel. Q61143. HEK293-TRPC6, membrane potential dye, ACh-evoked depolarization; hits give low values. B-score at 10 µM. 1.1% of 310,000 active. AID 2553;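 active means B-score under library mean minus 3 SD, initial fluorescence not abnormally high, positive integrated signal ratio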;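 further: B-score derived from integrated fluorescence ratio over the kinetic read; more negative B-score means stronger inhibition of depolarization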
MrgX1 PAM: human MrgX1 positive allosteric modulation, primary screen. AID 588675. 0.63% of 310,000 active. MrgX1-HEK293, Fluo-4 calcium flux, FDSS; hits give high values. B-score at 10 µM;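 active means plate-corrected calcium response at least 3 library SD above typical, normal starting fluorescence, not activating the receptor alone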;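 further: compound read alongside a low EC10 to EC30 dose of BAM8-22 agonist; peak minus trough fluorescence over baseline measured at the second addition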
TRPC6 activator: activators of mouse TRPC6 channel; B-score at 10 µM; 0.13% of 310,000 active; Q61143; HEK293-TRPC6 membrane potential dye fluorescence; hits give high values;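 active means B-score of the integrated fluorescence ratio above library mean plus 3 SD, and starting fluorescence ratio within library mean plus 5 SD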;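 further: higher score means more depolarization so channel activation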
RGS4 act: potentiators or activators of RGS4; B-score at 10 µM; 0.92% of 310,000 active; HEK293 M3R/inducible RGS4, carbachol calcium flux Fluo4; hits give low values;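 active means B-score of the integrated calcium signal more than 4 SD below the library mean, with starting fluorescence not abnormally high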;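 further: negative B-score means reduced calcium response which marks RGS4 activation or potentiation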
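Also added: carbachol at ECmax as muscarinic agonist stimulus; Assay system: HEK293 cells with stable M3R and inducible RGS4; Timing: overnight RGS4 induction, 30 min dye load 37 °C, 20 min compound RT; Measured by: Fluo4-AM (2 µM) calcium-flux fluorescence, kinetic read.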
Starred values were filed as active, the others as inactive; i = inactive; ? = inconclusive; · = no result given. Rows are unselected, and some 6.7% of all compounds hit somewhere here.

SMILES	ANO1 block	RGS4 inh	HDAC3 inhib	MrgX1 ag	MrgX1 antag	SKKanGAS inh	TMEM16A act	TRPC6 inh	MrgX1 PAM	TRPC6 activator	RGS4 act
CCCN(CCC)CCN1C(=O)C2C(C(=O)Nc3ccc(C)cc3)C3C=CC2(O3)C1C(=O)NC1CCCCC1 (centres undefined)	i	i	2.8	i	i	2.7	i	i	i	i	i
CC(C)(C)c1nn(-c2ccccc2)c2[nH]c(=O)c(CNCc3ccco3)cc12	i	i	-4.7	i	i	19.3	i	i	i	i	i
COc1cc(NS(=O)(=O)c2ccc(NC(=S)NC(=O)c3cccs3)cc2)nc(OC)n1	i	i	·	i	i	19.8	i	i	i	i	i
O=C(CC1N=C(Cc2ccccc2)NNC1=O)N/N=C/c1ccc([N+](=O)[O-])cc1 (centres undefined)	i	i	7.0	i	i	6.1	i	i	i	i	i
CCOC(=O)CN(C#N)c1nc(C)cc(C)n1	i	i	6.6	i	i	-4.7	i	i	i	i	i
COc1ccc(-c2cc(=O)oc3cc(OCC(=O)N(C)C)ccc23)cc1	i	i	3.6	i	i	16.1	i	i	i	i	i
CCN(CC)CCNC(=O)c1ccc(NC(=O)c2cc(S(=O)(=O)N3CCCCC3)ccc2C)cc1	i	i	-0.2	i	i	49.4	i	-5.26*	i	i	i
COC(=O)c1cc(C)sc1NC(=O)CSc1ncccn1	i	i	0.6	i	i	-1.7	i	i	i	i	i
O=C(CSc1nnc(CNc2cccc(C(F)(F)F)c2)n1Cc1ccco1)NCc1ccco1	i	i	14.0	i	i	-0.9	i	i	i	i	i
O=C(NNc1nc2ccc(Cl)cc2s1)c1cc(-c2cccs2)nc2ccccc12	i	i	0.3	i	i	87.8*	i	i	i	i	i
C=CCc1ccc(OCC(O)CN2CCN(Cc3ccc(Cl)cc3)CC2)c(OC)c1 (centres undefined)	i	i	8.1	i	i	-3.2	i	i	i	i	i
CCC(C)(C)C1CCc2[nH]nc(C(=O)N/N=C(\C)c3ccco3)c2C1 (centres undefined)	i	i	?	i	i	3.3	i	i	i	i	i
O=C(N/C(=C\c1ccccc1)C(=O)N1CCOCC1)c1ccc(Br)o1	i	i	8.6	i	i	1.1	i	i	i	i	i
CCOC(=O)CSc1nnc2cc(C)c3ccccc3n12	i	i	-2.0	i	i	-2.1	i	i	i	i	i
COc1ccc(OCC(=O)Nc2cc(NC(=O)COc3ccc(OC)cc3)cc(C(=O)O)c2)cc1	i	i	-0.8	i	i	8.1	i	i	i	i	i
O=C1CCCC2=C1C(c1ccc(O)c(O)c1)Nc1ccc3ccccc3c12 (centres undefined)	i	i	0.4	i	i	-1.1	i	i	i	i	i
COc1ccccc1NS(=O)(=O)c1cccc(NC(=O)Nc2cccc(Cl)c2)c1	i	i	9.5	i	i	15.6	i	i	i	i	i
COc1cccc(C2C(C#N)=C(N)OC(C(C)(C)C)=C2C#N)c1 (centres undefined)	i	i	-10.4	i	i	-2.1	i	i	i	i	i
Cc1cc(S(=O)(=O)NCCc2ccccc2)ccc1-n1cnnn1	i	i	-1.2	i	i	-15.6	i	i	i	i	i
O=C(Cc1cccs1)N(CC1CCCO1)C1(C(=O)NC2CCCCC2)CCCCC1 (centres undefined)	i	i	0.8	i	i	-2.8	i	i	i	i	i
Cc1ccc2oc(C(=O)NCCCN3CCOCC3)c(C)c2c1	i	i	-3.7	i	i	-3.1	i	i	i	i	i
CCOCc1cnc(C)nc1NCC(=O)c1c(C)n(C)c2ccc(OC)cc12	·	i	·	·	·	9.0	i	i	·	i	i
CSc1ccccc1NC(=O)c1cc(S(=O)(=O)N(C)C)ccc1N1CCCC1	i	i	-1.4	i	i	-1.2	i	i	i	i	i
COc1ccc(/C=N/N2CCN(C)CC2)cc1OC	i	i	1.6	i	i	-12.9	i	i	i	i	i
CCSc1ncc(Cl)c(C(=O)Nc2cc(C)ccc2C)n1	i	i	·	i	i	-2.3	i	i	i	i	i
O=C(Oc1cccc(NC2=NS(=O)(=O)c3ccccc32)c1)c1ccncc1	i	i	6.9	i	i	30.2	i	i	i	i	i
Cc1cc(O)c(C(=O)c2ccccc2C(=O)O)cc1C	i	i	5.1	i	i	0.6	i	i	i	i	i
CCCC(=O)N1CCN(c2ccc([N+](=O)[O-])cc2Cl)CC1	i	i	10.8	i	i	-4.5	i	i	i	i	i
O=C(CCS(=O)(=O)c1ccccc1Cl)NCCC1=CCCCC1	i	i	4.5	i	i	-4.8	i	i	i	i	i
Cc1ccsc1/C=N/N1CCN(Cc2ccccc2)CC1	i	i	1.9	i	i	2.2	i	i	i	i	i
O=C(NNC(=S)Nc1ccc(F)cc1)C1[C@H]2CCCC[C@@H]12 (some centres undefined)	i	i	-2.2	i	i	2.4	i	i	i	i	i
CCOC(=O)c1ccc(N2CCN(C(=O)c3ccccc3)CC2)c(NC(=O)c2ccco2)c1	i	i	-3.2	i	i	9.0	i	i	i	i	i
O=C(O)CCCC(=O)NNc1ncnc2ccccc12	i	i	4.8	i	i	-3.5	i	i	i	i	i
FC(F)(F)c1cc(CCN2C(=S)NC[C@@H]2Cc2ccccc2)cc(C(F)(F)F)c1	i	i	18.4	i	i	16.4	i	i	i	i	i
O=C(CCOc1ccc(F)cc1)Nc1nccs1	i	i	8.2	i	i	-2.5	i	i	i	i	i
O=c1c(-c2ccc([N+](=O)[O-])cc2)coc2c(O)c(O)ccc12	i	i	7.4	i	i	4.3	i	i	i	i	i
CCOc1ccc(CNC(=O)C2CCCN(S(C)(=O)=O)C2)cc1OC (centres undefined)	i	i	-1.3	i	i	3.5	i	i	i	i	i
Cc1nn(CC(=O)N/N=C/c2ccc(F)cc2)c(C)c1[N+](=O)[O-]	i	i	-1.5	i	i	0.5	i	i	i	i	i
COCCCNC(=O)CC(NS(=O)(=O)c1ccc(F)cc1)c1ccc(OC)cc1 (centres undefined)	i	i	-2.5	i	i	-4.3	i	i	i	i	i
Cc1cccc(-n2ccnc2SCC(=O)Nc2nnc(C)s2)c1	i	i	9.2	i	-7.72*	-7.8	i	i	i	i	i
O=C(Nc1ccc2c(c1)OCO2)c1cccc(F)c1	i	i	-3.0	i	i	-0.9	i	i	i	i	i
COc1ccc(N2CCN(C(=O)CN(c3cccc(Br)c3)S(C)(=O)=O)CC2)cc1	i	i	2.0	i	i	-3.5	i	i	18.5*	i	i
CC1(C)Cc2cccc(OCC(=O)OCC(=O)Nc3ccccc3)c2O1	i	i	7.6	i	i	-5.7	i	i	i	i	i
CCn1c(Nc2ccccc2Cl)nc2ccccc21	i	i	9.8	i	i	7.6	i	i	i	i	i
CCOC(=O)Cc1csc(N(C)C)n1	i	i	-6.0	i	i	2.4	i	i	i	i	i
CCCCN1C(N)=NC[C@H]1Cc1ccc(O)cc1	i	i	2.8	i	i	3.3	i	i	i	i	i
CN(C)CCC(=O)NCC1OCCc2ccccc21 (centres undefined)	i	i	-4.9	i	i	2.2	i	i	i	i	i
O=C(CCn1c(=O)oc2ccccc21)NCc1ccco1	i	i	0.6	i	i	-2.7	i	i	i	i	i
COCCN1CCN(C(=O)C2CCC(=O)N(Cc3ccccc3OC)C2)CC1 (centres undefined)	i	i	0.9	i	i	-4.5	i	i	i	i	i
COc1ccc(CN2CCCC(C(=O)N3CCCCC3)C2)cc1 (centres undefined)	i	i	1.7	i	i	-2.5	i	i	i	i	i
O=C(NCC(c1cccnc1)N1CCOCC1)NC1CCCCC1 (centres undefined)	i	i	0.8	i	i	0.3	i	i	i	i	i
CSc1ncccc1C(=O)OCC(=O)N(CC(C)C)C1CCS(=O)(=O)C1 (centres undefined)	i	i	7.6	i	i	0.7	i	i	i	i	i
CCOC(=O)N1CCC(n2c(SCC(=O)N3CCC(C)CC3)nc3ccccc3c2=O)CC1	i	i	-3.4	i	i	1.8	i	i	i	i	i
COc1ccc(S(=O)(=O)CC2(O)CCN(C(=O)CC(C)C)CC2)cc1	i	i	3.3	i	i	-6.4	i	i	i	i	i
CSc1ccc(C(=O)C2CCCN(C(=O)c3ccc4c(c3)no[n+]4[O-])C2)cc1 (centres undefined)	i	i	-2.7	i	i	-13.9	i	i	i	i	i
CCOC(=O)C1CCN(C(=O)c2n[nH]c(=O)c3ccccc23)CC1	i	i	-0.1	i	i	1.2	i	i	i	i	i
CC(=O)c1ccc(NC(=O)C[n+]2cccc(C)c2)cc1	i	i	3.1	i	i	-1.3	i	i	i	i	i
CCOC(=O)C1=C(C)NC2=C(C(=O)c3ccccc32)C1c1cccnc1 (centres undefined)	i	i	-6.5	i	i	15.5	i	i	i	i	i
COC(=O)C1CCN(C(=O)COC(=O)CC(NC(N)=O)c2ccc(Cl)cc2)CC1 (centres undefined)	i	i	1.6	i	i	-22.7	i	i	i	i	i
O=C(CSc1ccc(Cl)cc1)NCc1ccco1	i	i	1.5	i	i	-7.4	i	i	i	i	i
(list continues)
SMILES	ANO1 block	RGS4 inh	HDAC3 inhib	MrgX1 ag	MrgX1 antag	SKKanGAS inh	TMEM16A act	TRPC6 inh	MrgX1 PAM	TRPC6 activator	RGS4 act
O=C(c1ccc(SCc2cccc(Br)c2)c([N+](=O)[O-])c1)N1CCN(c2ccccn2)CC1	i	i	5.8	i	i	16.6	i	i	i	i	i
N[C@@H](Cc1ccc(O)cc1)c1nnc([C@H](CCC(=O)O)NC(=O)C2CCNCC2)o1	i	i	6.1	i	i	11.8	i	i	i	i	i
CCc1nnc(NC(=O)CSc2nnc(Cc3cccn3C)n2CCOC)s1	i	i	4.3	i	i	-2.4	i	i	i	i	i
Cn1c(C(C#N)C2=C(Cl)C(=O)N(c3ccccc3)C2=O)nc2ccccc21 (centres undefined)	i	·	-2.9	i	i	·	·	·	i	·	·
O=S(=O)(c1ccccc1)N1CCN(c2cc(-c3ccccc3)nc3ncnn23)CC1	i	i	1.1	i	i	6.7	i	i	i	i	i
CCOC(=O)c1cc([N+](=O)[O-])sc1NC(=O)c1ccc(S(=O)(=O)N2CC3(C)CC2CC(C)(C)C3)cc1 (centres undefined)	i	i	-1.3	i	-11.1*	3.1	-25.6*	i	i	i	-9.09*
CCC1C(=O)Nc2ccccc2N1C(=O)c1ccc(Cl)nc1 (centres undefined)	i	i	3.5	i	i	5.5	i	i	i	i	i
